Epigenetic reg: regulators of epigenetic silencing causing reporter derepression in mouse cells; Potency, µM (series often up to 53.9 µM), without a hit: at the top dose GFP activation, usual class: activators; hit rate 0.2% among 280,000; AID 1865; murine LDR cells, GFP reporter derepression, 30 h; further: potency means the concentration at half of the fitted maximal effect; % of control where 0% means no effect; nearly all actives have a fitted effect of over 60% in size
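Reporter derepression read as number of fluorescent GFP-positive objects, 20-120 um in size, counted by laser-scanning cytometer. Mouse LDR line with an epigenetically silenced CMV-GFP locus; compound incubation 30 h, 37 C.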
NPSR antagonist: blocks cAMP signaling of the human neuropeptide S receptor | Q6W5P4 | Potency, µM (series often up to 38.3 µM), for inactives: at the top dose activity change, negative = inhibition, actives largely listed as inhibitors | CHO-NPSR cells, cAMP TR-FRET, antagonist mode | AID 1461 | hit rate 1% among 220,000; further: potency means the concentration at half of the fitted maximal effect; on the % scale 0 is the no-effect control and ±100 the full control effect; nearly all actives have a fitted effect of over 50% in size; many of its hits are not listed in these tables
Target sequence (Q6W5P4 whole entry, looked up): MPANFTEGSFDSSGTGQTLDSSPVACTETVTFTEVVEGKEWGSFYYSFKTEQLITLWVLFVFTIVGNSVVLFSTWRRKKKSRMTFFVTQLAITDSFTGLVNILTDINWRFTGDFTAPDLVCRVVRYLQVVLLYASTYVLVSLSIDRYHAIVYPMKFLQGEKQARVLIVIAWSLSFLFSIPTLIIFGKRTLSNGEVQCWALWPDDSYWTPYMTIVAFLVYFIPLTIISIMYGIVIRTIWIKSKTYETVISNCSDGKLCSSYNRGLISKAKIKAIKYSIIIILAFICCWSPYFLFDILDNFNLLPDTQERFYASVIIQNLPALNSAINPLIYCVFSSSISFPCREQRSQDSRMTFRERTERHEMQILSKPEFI
IMPase Li cell: cell-permeable IMPase inhibitors with lithium potentiation | AID 1457 | CHO-M1 cells, IP1 TR-FRET (IP-One), carbachol + lithium | hit rate 0.35% among 210,000 | Potency, µM (top dose mostly 59.4 µM), without a hit: at the top dose activity, negative = IMPase inhibition, most hits filed as inhibitors;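 further: IP1 builds up when IMPase is blocked and the TR-FRET signal falls; potency means the concentration at half of the fitted maximal effect; plate controls were basal vehicle for no effect and high inhibitor control for full effect; nearly all actives have a fitted effect of over 50% in size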
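CHO cells stably expressing M1 receptor (2000/well) were cultured 16–30 h, then exposed to compounds with a small lithium addition for 30 min at 37C. IP1 was measured by TR-FRET competition; AC50 from Hill fits.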
Lamin A splicing: changes lamin A minigene splicing in HeLa cells; HeLa LMNA splicing GFP/RFP minigene ratio, 48 h; Potency, µM (top dose mostly 46.1 µM), for inactives: at the highest dose ratio change, negative = inhibition, hits mostly inhibitors; hit rate 0.01% among 200,000; AID 1487; active means well fitted inhibition curve with a large enough effect in the signal ratio, with a control signal flat, not every such curve was filed as active; inconclusive means small, poorly fitted or top-dose-only effect, or effect the other way, or a change in a side signal; the % refers to the signal ratio; further: potency means the concentration at half of the fitted maximal effect; on the % scale 0 is the no-effect control and ±100 the full control effect
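Read-out is the ratio of GFP to DsRed2 object intensity, acquired by 488 nm laser-scanning cytometry on HeLa lamin A-EGFP minigene reporter cells. Compound incubation 48 hrs at 37 °C in Opti-MEM with 2% FBS; DMSO 0.5% final.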
HTT aggregate: reduces HttQ103-GFP aggregates in PC12 cells; PC12 HttQ103-GFP aggregates, Acumen cytometry, 40 h; Potency, µM (series often up to 46.1 µM), for inactives: top-dose activity change, negative = inhibition, most hits filed as inhibitors; hit rate 1.1% among 220,000; AID 1688; further: potency means the concentration at half of the fitted maximal effect; on the % scale 0 is the no-effect control and ±100 the full control effect; nearly all actives have a fitted effect of over 60% in size
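PC12/HTTQ103-GFP, ecdysone-inducible; teb 100 nM; cpd qHTS titration; GFP aggregates read on laser cytometer, Ex 488/Em 500-530 nm.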
KinaseGlo FLuc: Kinase-Glo luciferase inhibition (counter-screen) | Q27757 | Kinase-Glo luciferase, ATP luminescence, 8 min | Potency, µM (titrated, usually from 38.3 µM), for the others: at the highest dose activity change, negative = inhibition, actives largely listed as inhibitors | hit rate 0.28% among 200,000 | AID 1379; further: potency means the concentration at half of the fitted maximal effect; on the % scale 0 is the no-effect control and ±100 the full control effect; nearly all actives have a fitted effect of over 60% in size
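Compounds were added to a substrate mix at pH 7.2 (50 mM imidazole, 10 uM ATP, within the enzyme's linear range), followed by Kinase-Glo detection reagent; luminescence was measured after 8 minutes at ambient temperature.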
CBFb-RUNX1 inh: blocks binding between human CBF-beta and RUNX1 | Q01196+Q13951 | AlphaScreen CBFb-His/RUNX1-biotin binding, biochemical | Potency, µM (highest dose often 59.8 µM), for the others: at the top dose activity, negative = inhibition, hits mostly inhibitors | 230,000 tested, under 10 active | AID 1477; further: % of control where 0% means no effect
Target sequence (Q01196 whole entry, looked up): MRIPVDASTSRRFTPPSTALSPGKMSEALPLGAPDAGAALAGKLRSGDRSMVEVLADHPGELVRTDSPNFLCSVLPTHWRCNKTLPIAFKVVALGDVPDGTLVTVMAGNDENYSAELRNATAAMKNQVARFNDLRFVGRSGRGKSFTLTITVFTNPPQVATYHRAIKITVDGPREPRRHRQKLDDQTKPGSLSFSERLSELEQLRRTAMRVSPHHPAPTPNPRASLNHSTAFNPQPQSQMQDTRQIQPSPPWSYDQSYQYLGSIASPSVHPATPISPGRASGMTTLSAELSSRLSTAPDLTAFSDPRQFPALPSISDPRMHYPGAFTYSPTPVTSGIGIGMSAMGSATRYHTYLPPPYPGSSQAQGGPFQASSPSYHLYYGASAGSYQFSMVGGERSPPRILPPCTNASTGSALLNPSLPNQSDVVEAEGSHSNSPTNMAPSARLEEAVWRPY
Target sequence (Q13951 whole entry, looked up): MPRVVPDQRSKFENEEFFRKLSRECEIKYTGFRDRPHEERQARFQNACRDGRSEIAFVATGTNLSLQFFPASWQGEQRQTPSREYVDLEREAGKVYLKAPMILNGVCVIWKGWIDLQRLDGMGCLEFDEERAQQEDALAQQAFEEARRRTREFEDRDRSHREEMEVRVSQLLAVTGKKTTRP
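Inhibition was taken as any reduction in AlphaScreen signal from the CBF-beta–RUNX1 pair (His and biotin tags, 30 nM each), measured after compound (15 min) and bead (90 min) incubations at room temperature.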
* = called active by the depositor; ? = inconclusive; nt = no result given; & = joins results of further samples; [ ] = dose if it differs, or a comment. Unless noted, the call rests on the fitted dose curve; in most records, active means well fitted curve in the direction sought with a large enough effect; inconclusive means small, poorly fitted or top-dose-only effect, or another doubt; inactive means no such curve, though single readings can be large; an effect the other way counts as inactive or inconclusive. A portion of the library, so the mix of outcomes need not match the whole.

Field names – A = Epigenetic reg; B = NPSR antagonist; C = IMPase Li cell; D = Lamin A splicing; E = HTT aggregate; F = KinaseGlo FLuc; G = CBFb-RUNX1 inh
O=C(CSc1ccc(-c2ccccc2)nn1)NCc1ccco1
  A: 2.5%; B: -5%[46.1 µM]; C: -2%; D: -4%; E: 28%; F: 1%; G: 1%
CC(C)Nc1nc(NC(C)C)nc(N(C)N)n1
  A: -2.9%; B: -11%[46.1 µM]; C: 59%[activator][38.3 µM]; D: 13%; E: -16%; F: -2%; G: ?
O=C(C[n+]1cccc(CNC(=O)c2ccc(OC(F)F)cc2)c1)Nc1ccc(SC(F)F)cc1
  A: -1.5%; B: 8%; C: 18%; D: ?; E: 25%; F: -1%; G: 4%
Cc1nc2ccccc2c2c1C(=O)N(C1CCCCCCC1)C2=O
  A: 0.0%; B: -12%[46.1 µM]; C: 0%[38.3 µM]; D: 7%; E: -5%; F: 2%; G: 3%
Nc1ccc(Br)c2c1C(=O)c1ccccc1C2=O
  A: 0.0%; B: 0%[46.1 µM]; C: -9%[38.3 µM]; D: -22%; E: ?; F: -3%; G: ?
CC1CCc2c(sc3nn[nH]c(=O)c23)C1 (stereo not drawn)
  A: -2.0%; B: 2%[46.1 µM]; C: -2%[38.3 µM]; D: 14%; E: ?; F: -3%; G: 3%
COc1cc(NC(=S)NCCCN(C)C)c(OC)cc1NC(=O)c1ccco1
  A: -1.0%; B: -1%; C: nt; D: nt; E: -3%[9.22 µM]; F: nt; G: -1%
CC(=O)c1c(C)nn(C(C)CC(=O)O)c1C (stereo not drawn)
  A: -2.3%; B: 20%[46.1 µM]; C: 12%; D: -16%; E: -1%; F: 1%; G: 10%
COc1cccc(NC(=O)CN(c2ccc([N+](=O)[O-])cc2)S(=O)(=O)c2ccccc2)c1
  A: -2.1%; B: -34%; C: 8%; D: ?; E: 9%; F: -4%; G: -13%
CCOC(=O)Cn1nc(-c2ccccc2)ccc1=O
  A: -0.1%; B: -13%[46.1 µM]; C: -1%[38.3 µM]; D: 3%; E: ?; F: 0%; G: 0%
CN(C(=O)COC(=O)c1c[nH]c(=O)[nH]c1=O)C1CCCCC1
  A: -0.9%; B: -13%[46.1 µM]; C: -16%[38.3 µM]; D: 7%; E: 17%; F: 0%; G: 5%
O=C(COC(=O)c1cccs1)NCCCc1ccccc1
  A: 3.8%; B: 4%; C: 5%; D: -11%[46 µM]; E: 26%; F: 3%; G: 2%
O=C(Nc1cccc(-c2cnc3ccccc3n2)c1)c1ccc(Cl)cc1
  A: -2.0%; B: -11%[46.1 µM]; C: 11%[38.3 µM]; D: 9%; E: 7%; F: 0%; G: 0%
Cc1cc(N/N=C/c2cccc(Cl)c2)nc(NCc2ccccc2)n1
  A: -3.2%; B: ?; C: 16%; D: ?; E: ?; F: -4%; G: 19%
Cc1nc2ccc3nc(NC(=O)c4ccc(S(=O)(=O)N5CCOCC5)cc4)sc3c2s1
  A: -1.9%; B: -13%[46.1 µM]; C: 3%[38.3 µM]; D: 5%; E: 1%; F: -6%; G: 5%

A few values from above:
In Epigenetic reg, CCOC(=O)Cn1nc(-c2ccccc2)ccc1=O reads -0.1%
In KinaseGlo FLuc, CN(C(=O)COC(=O)c1c[nH]c(=O)[nH]c1=O)C1CCCCC1 reads 0%
In CBFb-RUNX1 inh, O=C(C[n+]1cccc(CNC(=O)c2ccc(OC(F)F)cc2)c1)Nc1ccc(SC(F)F)cc1 reads 4%

(cont.)
Field names – A = Epigenetic reg; B = NPSR antagonist; C = IMPase Li cell; D = Lamin A splicing; E = HTT aggregate; F = KinaseGlo FLuc; G = CBFb-RUNX1 inh
CC(=O)c1cccc(NC(=O)c2ccc(Br)o2)c1
  A: -0.8%; B: -7%[7.67 µM]; C: -7%[38.3 µM]; D: -8%; E: -6%; F: 0%; G: 7%
O=C(O)c1nnn(-c2ccc([N+](=O)[O-])cc2)c1-c1ccccc1
  A: 1.1%; B: -10%; C: nt; D: -3%[46 µM]; E: 10%[9.22 µM]; F: nt; G: 5%
COc1ccc(NC(=O)C2CCCN(S(=O)(=O)c3c(C)[nH]c(=O)[nH]c3=O)C2)cc1 (stereo not drawn)
  A: -0.1%&-0.3%; B: -7%[46.1 µM]; C: 1%[38.3 µM]; D: 22%; E: -10%; F: 0%; G: 1%
O=C1CN(C(=O)COC(=O)c2ccccc2NC(=O)c2ccco2)c2ccccc2N1
  A: 0.0%; B: -21%[46.1 µM]; C: 21%[38.3 µM]; D: 2%; E: 15%; F: 3%; G: 7%
O=C(CC1Nc2ccccc2NC1=O)NCC1COc2ccccc2O1 (stereo not drawn)
  A: -1.1%; B: -6%[46.1 µM]; C: -15%[38.3 µM]; D: 8%; E: 18%; F: -7%; G: -4%
CCOCc1nnc(NC(=O)c2cc(OC)c(OC)c(OC)c2)s1
  A: 1.7%; B: 5%; C: 0%; D: -4%[46 µM]; E: 8%[9.22 µM]; F: -4%; G: 9%
COC(=O)c1ccc(NC(=O)CSC2=NCCN2)cc1
  A: 5.3%; B: 9%[46.1 µM]; C: 0%; D: -16%; E: 28%; F: 4%; G: 1%
COCCCNC(=O)CN(c1cc(Cl)cc(Cl)c1)S(C)(=O)=O
  A: 0.0%; B: -2%[46.1 µM]; C: 9%; D: -4%; E: -16%; F: 2%; G: -1%
CCCOC(=O)C(C)Sc1n[nH]c(=O)[nH]c1=O (stereo not drawn)
  A: 1.1%; B: 6%; C: -2%; D: nt; E: 2%; F: nt; G: 1%
NS(=O)(=O)c1ccc(CCNC(=O)C2CCN(S(=O)(=O)c3cnc[nH]3)CC2)cc1
  A: -0.9%; B: -4%[46.1 µM]; C: -8%; D: -6%; E: 1%; F: 7%; G: 2%
CCOC(=O)/C=C/C(=O)OCC(=O)Nc1ccc(Cl)cn1
  A: -4.7%; B: 4%[46.1 µM]; C: -11%[38.3 µM]; D: 6%; E: 13%; F: -1%; G: -3%
O=C1N/C(=C/c2ccc(N3CCOCC3)cc2)C(=O)N1Cc1ccc(F)cc1
  A: 0.3%; B: -10%[46.1 µM]; C: -7%[38.3 µM]; D: 19%; E: -10%; F: -2%; G: 4%
COc1ccc(-c2nc(N)n(C(=O)c3cccs3)n2)cc1
  A: 1.1%; B: 4%; C: -5%; D: ?; E: -9%; F: -3%; G: 9%
CCCNC(=O)NC(=O)CSc1ccc(C)cc1C
  A: -0.2%; B: 0%; C: 3%; D: 2%[46 µM]; E: -1%; F: 5%; G: 5%
Cc1ccc(NC(=O)CSc2nnc(COc3ccccc3C)o2)cc1
  A: -1.1%; B: 11%; C: ?; D: 20%[46 µM]; E: -24%[9.22 µM]; F: -1%; G: 3%
COc1cccc2c(=O)c(C(=O)NCc3cccs3)c[nH]c12
  A: -3.1%; B: -22%[46.1 µM]; C: ?; D: -3%; E: -12%; F: -3%; G: -2%
O=C(CC1c2ccccc2Oc2ccccc21)N1CCN(c2ccccn2)CC1
  A: -0.5%; B: -27%[46.1 µM]; C: -3%[38.3 µM]; D: ?; E: ?; F: -3%; G: 0%
COc1ccc(/C(N)=N/OC(=O)c2ccc3c(c2)OCO3)cc1
  A: -1.6%; B: 16%; C: -1%; D: -9%; E: 0%; F: -5%; G: 12%
Cc1cc(=O)[nH]c(-n2nc(C)c(Oc3ccccc3O)c2C)n1
  A: 0.0%; B: 7%[46.1 µM]; C: -11%[38.3 µM]; D: 2%; E: -21%; F: 0%; G: -2%
CC(C)CCn1nnnc1CN1CCN(c2ccc(F)cc2)CC1
  A: 0.0%; B: 21%; C: 0%; D: 16%[46 µM]; E: 2%[9.22 µM]; F: -3%; G: 8%
O=[N+]([O-])c1ccc(Cl)cc1CNc1ccc(F)c(F)c1
  A: 0.0%; B: -4%; C: 5%; D: 1%; E: 13%; F: -1%; G: -13%
COc1ccc(C(=O)NN2CCCCC2)cc1OC
  A: 0.9%; B: -3%[46.1 µM]; C: -11%[38.3 µM]; D: -7%; E: -17%; F: 3%; G: 8%
CCOc1ccc(N2C(=O)CC(NCc3ccc(F)cc3)C2=O)cc1 (stereo not drawn)
  A: 1.5%; B: 4%[46.1 µM]; C: 9%[38.3 µM]; D: -10%; E: -7%; F: -2%; G: 7%
Cc1c(-c2ccccc2)oc2c(C(=O)N3CCN(c4ccccc4F)CC3)cccc2c1=O
  A: -3.2%; B: -10%; C: 3%; D: 6%; E: -14%; F: -1%; G: -3%
O=C(COc1ccccc1Cc1ccccc1)NCCCN1CCOCC1
  A: 1.5%; B: 4%; C: nt; D: nt; E: -10%[9.22 µM]; F: nt; G: 4%
Cc1ccc(C(=O)C(C)OC(=O)c2ccccc2[N+](=O)[O-])cc1 (stereo not drawn)
  A: 1.1%; B: -1%; C: -2%; D: 11%; E: 14%; F: 1%; G: -10%
Cc1ccccc1N1CCN(C(=O)c2ccc(Oc3ccc(C(F)(F)F)cn3)cc2)CC1
  A: 0.6%; B: -17%[46.1 µM]; C: 32%[activator][38.3 µM]; D: ?; E: ?; F: 4%; G: 1%
CC(=O)Nn1cnc2c(c1=O)C1(CCCCC1)Cc1ccccc1-2
  A: -3.6%; B: -17%[46.1 µM]; C: 19%[38.3 µM]; D: ?; E: -16%; F: 0%; G: -3%
COC(=O)c1c(C)[nH]c(C=Nc2ccc(OC)cc2)c1C
  A: 2.5%; B: ?; C: nt; D: nt; E: -2%[9.22 µM]; F: nt; G: 1%
CNC(=O)COC(=O)c1ccc(OCC(=O)Nc2ccccc2OC)c(OC)c1
  A: 1.4%; B: -3%; C: -11%; D: nt; E: 7%; F: 6%; G: -9%
CCOc1cc2c(cc1OCC)C(c1ccccc1OC)OC(=O)C2 (stereo not drawn)
  A: 1.6%; B: 1%; C: -2%; D: -6%; E: -13%; F: 0%; G: -2%
CC(=O)C1=C(O)C(=O)N(CCO)C1c1ccccc1 (stereo not drawn)
  A: 1.6%; B: 8%; C: 1%; D: 13%[46 µM]; E: -6%[9.22 µM]; F: -4%; G: 4%
COc1ccc(N=C2SC(CC(=O)Nc3ccccc3)C(=O)N2Cc2ccco2)cc1 (stereo not drawn)
  A: -0.9%; B: ?; C: nt; D: -12%; E: ?; F: nt; G: -13%
